BioA inh: M. tuberculosis BioA enzyme inhibitors, primary screen, biochemical, plate reader, single point, HTS; 0.096% of 360,000 active; inhibition, % at 9.99 µM; purified M. tuberculosis BioA enzyme; in the data active = inhibition above about 40%; inconclusive = no clear call, values can overlap the other calls
GDH-TPI counter: GDH-TPI coupling enzyme inhibitors, primary screen, artefact control for M. tuberculosis FBA inhibitor project, biochemical, absorbance, full deck. GDH-TPI coupled enzyme counterscreen, NADH absorbance. inhibition, % at 4.8 µM. 1.2% of 360,000 active; in the data active = inhibition above about 30%;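 also: 0% = DMSO wells and 100% = wells lacking the enzyme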
UGM FP inh: M. tuberculosis UGM enzyme inhibitors, primary screen, biochemical, fluorescence polarization, single point; UDP-galactopyranose mutase (Mycobacterium tuberculosis (strain ATCC 25618 / H37Rv)), …; 0.06% of 320,000 active; purified UGM, fluorescence polarization probe displacement; inhibition, % at 10 µM; in the data active = inhibition above about 10%, passing the limit was not always enough; inconclusive = no clear call, values can overlap the other calls
PrPC surface inh: inhibitors of human cell surface prion protein PrPC, primary screen, cell-based, TR-FRET | Major prion protein (Homo sapiens), P04156 | TR-FRET read-out | inhibition, % at 13.8 µM | 0.43% of 370,000 active; in the data active = inhibition above about 24%; also: 0% = median of the test wells and 100% = reference compound wells
MazEF act: activators of E. coli MazEF toxin-antitoxin RNase, primary screen, biochemical, fluorescence, uHTS | AID 504720, 2011 | activation, % at 20 µM | 0.32% of 350,000 active | FAM/BHQ RNA-DNA oligo cleavage fluorescence, 5 h; in the data active = activation above about 50%
Target sequence (P0AE70 whole entry, looked up): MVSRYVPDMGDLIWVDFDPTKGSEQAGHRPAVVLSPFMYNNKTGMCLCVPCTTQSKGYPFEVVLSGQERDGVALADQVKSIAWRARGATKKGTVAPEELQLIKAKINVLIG
Mtb FBA inh: Mtb FBA enzyme inhibitors, primary screen, biochemical, fluorescence, strain H37Rv. Fructose-bisphosphate aldolase (Mycobacterium tuberculosis (strain ATCC 25618 / H37Rv)), …. 2.3% of 360,000 active. purified M. tuberculosis FBA, fluorescence read-out. inhibition, % at 1 µM; in the data active = inhibition above about 27%;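 also: 0% = vehicle and 100% = reference inhibitor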
Target sequence (P9WQA3 whole entry, looked up): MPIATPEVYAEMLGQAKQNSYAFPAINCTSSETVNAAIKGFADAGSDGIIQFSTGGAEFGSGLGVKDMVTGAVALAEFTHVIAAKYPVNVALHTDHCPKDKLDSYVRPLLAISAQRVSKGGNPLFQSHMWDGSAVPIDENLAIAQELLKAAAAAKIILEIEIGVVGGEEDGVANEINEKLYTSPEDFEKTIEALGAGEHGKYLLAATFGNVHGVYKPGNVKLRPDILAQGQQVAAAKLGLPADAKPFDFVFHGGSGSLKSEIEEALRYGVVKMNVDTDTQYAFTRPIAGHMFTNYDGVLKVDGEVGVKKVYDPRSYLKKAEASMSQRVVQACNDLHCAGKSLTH
BoNT F protease: BoNT/F light chain protease inhibitors, primary screen, biochemical, flow cytometry, MLPCN library; Botulinum neurotoxin type F light chain protease (Clostridium botulinum); Multiplex microsphere protease cleavage assay; inhibition, % at 10 µM; 0.22% of 360,000 active; in the data active = inhibition above about 35%, passing the limit was not always enough; inconclusive = no clear call, values can overlap the other calls; also: plate controls were buffer without enzyme for full effect and enzyme alone for no effect
Rv3671c protease: Rv3671c serine protease inhibitors, primary screen, biochemical, fluorescence polarization, M. tuberculosis H37Rv; inhibition, % at 5.96 µM; 0.048% of 320,000 active; AID 2606, 2010; in the data active = inhibition above about 38%;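 also: extracellular domain of Rv3671c used as enzyme; 0% = enzyme with DMSO and 100% = no enzyme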
Target sequence (P9WHR9 whole entry, looked up, the tested form may be a part): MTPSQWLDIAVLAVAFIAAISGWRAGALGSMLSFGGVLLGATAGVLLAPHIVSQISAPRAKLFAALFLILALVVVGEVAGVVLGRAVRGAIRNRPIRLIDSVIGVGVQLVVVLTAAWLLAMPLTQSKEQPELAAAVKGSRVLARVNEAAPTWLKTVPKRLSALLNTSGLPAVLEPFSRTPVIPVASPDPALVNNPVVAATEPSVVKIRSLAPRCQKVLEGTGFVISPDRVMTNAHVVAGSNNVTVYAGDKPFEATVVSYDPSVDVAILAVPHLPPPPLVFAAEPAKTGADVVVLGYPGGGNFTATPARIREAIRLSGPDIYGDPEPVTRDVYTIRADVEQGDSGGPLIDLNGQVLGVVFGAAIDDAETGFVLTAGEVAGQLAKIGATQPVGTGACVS
FadD28 FP inh: inhibitors of FadD28 bisubstrate probe binding, primary screen, biochemical, fluorescence polarization, single point. inhibition, % at 12.5 µM. Mycobacterium tuberculosis FadD28 fatty-acid-AMP ligase. AID 588549, 2011. 0.22% of 360,000 active; in the data active = inhibition above about 8.5%, passing the limit was not always enough; inconclusive = no clear call, values can overlap the other calls
* hit, by the source's call; ? = inconclusive; . = not tested or not shown; & = joins results of further samples.

SMILES	BioA inh	GDH-TPI counter	UGM FP inh	PrPC surface inh	MazEF act	Mtb FBA inh	BoNT F protease	Rv3671c protease	FadD28 FP inh
Nn1cnc2cc3ccccc3cc2c1=O	-1.6	1.7	-1.5	-12.0	11.6	-0.1	3.6	3.6	-0.7
CC(O)c1nc2ccccc2n1CC(=O)N1CCN(c2ccccc2)CC1 (stereo not given)	-0.9	5.0	3.5	8.7	-0.1	0.2	0.1	-7.3	-2.0
CCOc1ccc(C(CC(=O)O)NC(=O)COc2ccccc2OC)cc1OC (stereo not given)	-1.2	-4.8	0.0	1.2	4.3	-5.3	-11.5	-6.8	-1.3
CC(=O)c1cccc(NC(=O)NNC(=O)c2ccc(-c3ccccc3)cc2)c1	-1.5	0.7	-1.4	2.6	-10.3	2.4	1.5	-16.0	-0.2
O=C1Nc2ccc(Br)cc2C12NNc1ccccc1O2 (stereo not given)	0.6	-6.7	0.4	2.4	83.7*	-16.7	-2.9	1.2	-2.2
COC(=O)C(Cc1ccc(O)cc1)NC(=O)c1ccccc1 (stereo not given)	1.5	-2.1	-2.7	-6.9	5.5	-1.6	2.9	3.0	0.3
Cc1ccc(N(C)C(=O)N2CCN(S(=O)(=O)c3ccc(C)c(C)c3)CC2)cc1	2.8	-1.2	2.1	6.8	-3.6	-0.1	-9.1	4.7	-1.5
O=C(COc1ccccc1F)Nc1cc(S(=O)(=O)N2CCOCC2)ccc1N1CCOCC1	1.6	0.6	1.9	-5.3	12.9	-1.0	-4.7	-3.5	-2.6
Cc1nn(C(C)c2nc(-c3ccccc3)no2)c(C)c1[N+](=O)[O-] (stereo not given)	0.7	6.3	0.6	-0.1	0.1	-2.6	-5.0	-14.7	-2.8
Cn1c(=O)n(C/C=C/c2ccccc2)c(=O)c2c1nc1n2CCCN1Cc1ccccc1	3.4	-3.7	-0.1	0.8	2.9	2.7	-24.0	13.2	-4.4
CCCCN(C)C(=O)C1CCN(Cc2ccc(OCc3ccccc3)cc2)CC1	.	-1.2	2.5	-17.5	-0.3	0.7	3.0	11.1	-3.7
COc1ccc(N2CC(C(=O)Nc3cccnc3)CC2=O)cc1 (stereo not given)	8.8	-5.2	0.4	-1.4	3.8	3.0	10.9	5.8	?
Cn1c(SCC(=O)NC2CCCCC2)nnc1-c1ccccn1	-1.3	7.2	2.9	5.6	0.0	0.2	?	-0.6	.
C=CCOc1ccc(Br)cc1CNCC	-0.7	16.1	5.1	3.9	1.4	-5.1	-1.0	-6.2	0.3
Cc1[nH]c2ccccc2c1C(=O)C(=O)Nc1ccc2c(c1)OCCO2	-0.5	12.1	-0.3	0.8	5.8	2.2	-9.2	-6.8	-1.7

Sorted by molecular weight (smallest number first): three of the compounds above.
SMILES	BioA inh	GDH-TPI counter	UGM FP inh	PrPC surface inh	MazEF act	Mtb FBA inh	BoNT F protease	Rv3671c protease	FadD28 FP inh
Cc1ccc(N(C)C(=O)N2CCN(S(=O)(=O)c3ccc(C)c(C)c3)CC2)cc1	2.8	-1.2	2.1	6.8	-3.6	-0.1	-9.1	4.7	-1.5
CCOc1ccc(C(CC(=O)O)NC(=O)COc2ccccc2OC)cc1OC (stereo not given)	-1.2	-4.8	0.0	1.2	4.3	-5.3	-11.5	-6.8	-1.3
Cn1c(=O)n(C/C=C/c2ccccc2)c(=O)c2c1nc1n2CCCN1Cc1ccccc1	3.4	-3.7	-0.1	0.8	2.9	2.7	-24.0	13.2	-4.4

The listing picks up, starting three compounds before the break.
SMILES	BioA inh	GDH-TPI counter	UGM FP inh	PrPC surface inh	MazEF act	Mtb FBA inh	BoNT F protease	Rv3671c protease	FadD28 FP inh
Cn1c(SCC(=O)NC2CCCCC2)nnc1-c1ccccn1	-1.3	7.2	2.9	5.6	0.0	0.2	?	-0.6	.
C=CCOc1ccc(Br)cc1CNCC	-0.7	16.1	5.1	3.9	1.4	-5.1	-1.0	-6.2	0.3
Cc1[nH]c2ccccc2c1C(=O)C(=O)Nc1ccc2c(c1)OCCO2	-0.5	12.1	-0.3	0.8	5.8	2.2	-9.2	-6.8	-1.7
Cc1ccc(NC(=O)c2cc(-c3cc(Cl)ccc3O)n[nH]2)cc1C	-0.9	-2.9	-0.8	2.8	-1.0	-1.1	9.4	.	-2.1
O=C(CSc1n[nH]c(=O)n1-c1ccccc1)N1CCOCC1	-0.7	12.1	-3.0	-3.8	8.3	5.3	14.4	-0.1	0.3
COc1ccccc1-c1nnc(NC(=O)C(C)C)s1	-1.3	-2.3	-3.2	-2.0	-5.8	21.8	-10.9	2.3	0.1
Nc1cc(N)nc(CS)n1	0.8	-11.1	-1.3	-0.9	0.6	6.2	-0.3	1.8	-0.9
Cc1ccc(S(=O)(=O)NCC(c2cccnc2)N(C)C)cc1 (stereo not given)	.	-3.7	1.2	0.0	-0.2	2.1	-46.2	3.4	-3.1
COc1ccc(N2CCN(C(=O)CN(Cc3ccc(Cl)cc3)S(C)(=O)=O)CC2)cc1	-0.1	-6.5	-0.1	9.7	4.4	-2.9	-2.8	-2.5	-1.0
COc1cc(OC)cc(N2CC(C)(C)C2=O)c1	.	-1.3	0.7	0.6	-2.1	4.0	1.2	5.5	-0.5
O=C(OC(C(=O)NC1CCCCC1)c1ccccc1F)c1ccco1 (stereo not given)	13.8	-0.8	-0.5	-0.4	5.6	0.6	-7.4	0.6	-1.7
COc1ccccc1CNc1nc(=S)[nH]c2cc(OC)c(OC)cc12	.	2.9	-1.5	-2.2	12.8	-1.5	-16.0	-8.0	-1.2
COCCNC(=O)C1CC(c2ccccc2C(F)(F)F)=NO1 (stereo not given)	1.1	-3.1	-0.3	-3.8	3.5	2.6	-11.0	0.2	-2.1
CC(C)C(=NO)c1ccccc1	0.2	-4.4	.	-3.9	6.7	-0.9	4.9	.	-3.5
CCN(CC)C(=O)c1ccc2c(c1)C1C(Cl)C(Sc3ccccc3[N+](=O)[O-])CC1C(C(=O)O)N2 (stereo not given)	.	27.9	-0.6	.	-24.1	-8.6	?	6.3	34.5*
CN(C)S(=O)(=O)c1cccc(C(=O)Nc2ccc(S(=O)(=O)N3CCCC3)cc2)c1	.	2.1	3.0	-9.5	2.4	-4.6	-4.7	-4.8	-5.2
CCOc1cc(/C=C2/C(=O)N(c3ccccc3)N=C2C)ccc1OC(=O)c1ccco1	1.6	1.7	-1.0	0.2	0.9	-1.1	0.6	-210.8	3.6
Cc1noc2ncc(C(=O)c3cc(F)ccc3O)cc12	.	8.8	4.2	-5.2	0.8	0.3	5.2	-12.0	-2.1
COc1ccc(OCC(=O)Nc2c(C)ccc3nsnc23)cc1	0.5	4.8	0.8	-21.2	0.0	0.4	-3.6	7.0	-4.5
Cc1ccc2nc(SCC(=O)N3CCCCC3)nc(=O)n2c1	5.4	10.0	0.3	2.8	3.0	3.1	-8.5	3.8	-1.9
CCOC(=O)c1cc(C#N)c(SCC(=O)Nc2ccc(C(C)=O)cc2)[nH]c1=O	.	15.5	2.0	19.6	1.4	3.7	.	-4.8	-3.6
COc1ccc(-c2nc(CN3CCC(C(=O)NC4CCCC4)CC3)c(C)o2)cc1OC	0.5	-7.6	1.9	0.7	13.8	1.5	-3.5	-2.8	-3.5
CNS(=O)(=O)c1cccc(C(=O)OCC(=O)Nc2nc(OC)cc(OC)n2)c1	1.1	-3.5	-1.9	-5.4	-0.6	1.0	4.7	-5.3	-3.8
O=C(O)CSc1nnc(-c2ccncc2)n1-c1ccc(Cl)cc1	.	-2.7	-0.1	-4.7	5.0	5.4	5.3	-4.8	1.1
CCc1nnc(NC(=O)C(C)Sc2ccccc2)s1 (stereo not given)	0.5	-0.5	1.5	0.6	1.3	1.8	-2.4	5.1	-1.8
CC1(C)Cc2c(c(N3CCOCC3)nc3sc4c(NCCN)ncnc4c23)CO1	.	46.8*	.	19.2	-3.9	12.4	-9.9	.	-2.2
Cc1ccc2[nH]c(=O)c(-c3nc4c(C)cccn4c3NCc3ccco3)cc2c1	6.0	9.1	-2.9	0.7	-8.2	4.8	-4.4	1.5	-3.7
CCn1c(CC(=O)Nc2ccccc2)n[nH]c1=S	-1.7	-5.7	-3.2	-4.0	11.1	-0.8	-2.3	0.0	-4.1
N/C(=N\OC(=O)c1cc(-c2ccccc2)nc2ccccc12)c1ccncc1	-0.3	7.8	-1.7	-0.7	1.1	-1.1	-5.8	-0.1	-4.2
O=C(NN=C1CCCCC1)Nc1ccccc1Cl	0.6	5.2	1.3	5.6	4.5	1.0	1.0	-5.2	-1.3
CS(=O)(=O)Nc1nc2ccccc2[nH]1	-0.5	7.0	0.1	-0.6	-4.6	3.7	4.6	1.5	-0.3
CC(C)(C)c1ccc(OCCC(=O)Nc2cccc(S(=O)(=O)N3CCOCC3)c2)cc1	-1.9	-1.7	0.1	24.8*	1.3	-1.7	4.8	-28.9	1.7
COc1ccc2c(c1)c1c3n2CCN(C)C3=NCC1	-1.5	21.2	4.1	-11.9	5.1	8.8	-2.1	-4.3	-2.6
C/C=C/c1ccccc1OCc1ccc(C(=O)O)o1	-1.1	6.2	-0.5	-2.7	3.7	3.7	-16.5	2.1	-0.7
Cc1ccc(NC(=O)CN(C)C(=O)C2CCC2)cc1	-1.7	6.0	.	6.0	-0.4	4.2	2.7	.	0.9
Cc1oc2cc([N+](=O)[O-])c(O)c([N+](=O)[O-])c2c1C(=O)c1ccc(Cl)cc1	9.6	31.2*	1.9	-20.8	-7.0	72.0*	-1.6	-2.6	0.5
CCC(=O)NC(c1ccccc1)c1c(O)ccc2ccccc12 (stereo not given)	1.7	5.0	-0.6	-0.5	4.9	18.1	-12.7	-2.9	0.3
CN1CCN(c2ncnc3c2cnn3-c2ccc(Cl)cc2)CC1	3.0	3.3	1.1	4.1	10.9	3.0	-2.4	-5.2	-0.2
CC1=NNC(=O)C1C(c1ccccc1)C(C#N)C#N (stereo not given)	1.6	10.7	0.5	-3.0	2.1	0.2	-4.0	0.9	-1.7
Cc1ccc(-n2c(C)nnc2SCC(=O)N(C)C2CCS(=O)(=O)C2)cc1 (stereo not given)	-1.6	3.5	-2.3	4.4	7.3	-0.5	-3.6	8.8	-2.9
CCCc1ccc2oc(C(=O)N3CCCC3)c(C)c2c1	1.6	2.9	-2.9	2.4	-0.5	-0.7	20.6	2.2	-2.6
O=C(O)c1cc(S(=O)(=O)Nc2ccccc2Cc2ccccc2)ccc1Cl	0.5	9.1	4.2	6.5	-0.1	-1.8	-26.5	-5.9	-2.8
COc1cccc(NC(=S)N(Cc2ccccn2)Cc2ccccc2Cl)c1	-0.1	5.0	-0.1	12.4	5.9	2.0	-5.9	-8.5	-3.0
CCOc1ccc(C(=O)NCC(=O)N2CCN(c3ccc(C(F)(F)F)cn3)CC2)cc1	-2.0	10.5	-0.3	1.0	5.5	6.4	-0.5	-6.8	.
Cc1cc(C)n(C(=O)Cn2nc([N+](=O)[O-])c(Br)c2C)n1	.	-9.8	-1.9	-4.6	2.7	-1.9	-6.0	3.8	-3.8
COC(=O)[C@@]1(Cc2ccc(F)cc2)[C@H]2c3cc(C(=O)N(C)C)[nH]c3C[C@H]2CN1C(=O)c1ccccc1	1.0	5.8	-2.5	0.8	6.8	1.7	0.8	2.1	-1.8
COc1cc(C2CC(=O)NC3=C2C(=O)CC(C)(C)C3)ccc1O (stereo not given)	-0.6&0.8	-0.4	.	6.3	0.1	1.5	-5.5	.	-0.5
CN(C(=S)NC(=O)C1CCCC1)c1ccccc1	2.2	4.5	.	5.9	-2.1	-0.3	-1.7	.	-0.8
O=C(CCC(=O)N1CCOc2ccc(Cl)cc21)NCCCN1CCN(c2ccccc2F)CC1	1.2	2.9	1.5	-11.7	7.6	-2.4	-15.6	-4.0	0.8
O=C(NCCCNCc1ccccc1)/C(=N\O)c1ccccc1	-0.9	7.8	1.2	-10.2	2.3	-5.9	1.3	-11.8	-2.0

High-throughput results deposited in PubChem BioAssay by several laboratories.
